OXTR potentiate: potentiates the human oxytocin receptor response | P30559 | CHO-OTR cells, Fluo-8 calcium fluorescence, potentiator mode; 0% = oxytocin EC15, 100% = EC100 | activation, % at 3 µM | 0.061% of 320,000 active;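 active = activation above that plate's cutoff, the mean activation of tested compounds plus 3 SD, cut at about 6.6% in these data, passing the limit was not always enough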;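 also: 100% uses oxytocin at 75 nM as the full agonist control; some results filed as inactive read as strong as hits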
Target sequence (P30559 whole entry, looked up): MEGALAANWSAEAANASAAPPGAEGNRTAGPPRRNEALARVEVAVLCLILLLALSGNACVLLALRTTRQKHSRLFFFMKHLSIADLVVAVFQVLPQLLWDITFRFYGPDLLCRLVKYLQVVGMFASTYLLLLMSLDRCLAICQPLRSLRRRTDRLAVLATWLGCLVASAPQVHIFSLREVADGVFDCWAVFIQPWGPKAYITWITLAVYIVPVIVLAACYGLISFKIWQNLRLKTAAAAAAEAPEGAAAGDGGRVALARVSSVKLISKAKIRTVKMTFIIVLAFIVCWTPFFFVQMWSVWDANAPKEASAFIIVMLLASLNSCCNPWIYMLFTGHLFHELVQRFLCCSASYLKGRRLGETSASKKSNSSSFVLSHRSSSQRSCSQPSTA
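System: human OTR in CHO cells / Also added: sub-maximal oxytocin, roughly EC15 / Control set: EC15 oxytocin low, 75 nM oxytocin high / Schedule: 6 min compound pre-incubation at room temperature, 100 s kinetic read / Compound: single-point 3.0 µM / Replication: singlicate / Technique: Fluo-8 calcium dye fluorescence / Read-out basis: % activation of max/min ratio relative to oxytocin controls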
MEKK2mut PB1 HTS: signal of MEK5 binding to mutant human MEKK2 PB1 domain. bead flow cytometry, Alexa488-MEK5 binding to MEKK2 mutant. percent response, % at 10 µM. 0.35% of 290,000 active; in the data active = percent response above about 24%, passing the limit was not always enough; also: inactives centre near 1; some results filed as inactive read as strong as hits
MEKK2wt PB1 HTS: raises or lowers MEK5 binding to wildtype human MEKK2 PB1 domain; Q9Y2U5; bead flow cytometry, Alexa488-MEK5 binding to MEKK2 WT; actives lie on both sides; binding response (% of control), % at 10 µM; 1.1% of 290,000 active; in the data active = binding response below about 67% or above about 130%
NALP1 inh: inhibitors of NALP1 inflammasome in yeast; AID 2071; 0.61% of 280,000 active; S. cerevisiae NALP1/ASC/caspase-1 growth, X-gal OD620, 72 h; inhibition, % at 10 µM; in the data active = inhibition mostly above about 24%, no sharp cut-off; inactive = mostly below about 32%; also: some compounds called inactive have numbers as strong as hits
GPR7 antag: antagonists of human GPR7 (neuropeptides B/W receptor 1); P48145; GPR7-expressing cells, fluorescence antagonist assay; inhibition, % at 4.4 µM; 1.1% of 290,000 active; in the data active = inhibition above about 16%, passing the limit was not always enough;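 also: cells stimulated with the agonist NPW; 0% = agonist with vehicle and 100% = vehicle without agonist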
Target sequence (P48145 whole entry, looked up): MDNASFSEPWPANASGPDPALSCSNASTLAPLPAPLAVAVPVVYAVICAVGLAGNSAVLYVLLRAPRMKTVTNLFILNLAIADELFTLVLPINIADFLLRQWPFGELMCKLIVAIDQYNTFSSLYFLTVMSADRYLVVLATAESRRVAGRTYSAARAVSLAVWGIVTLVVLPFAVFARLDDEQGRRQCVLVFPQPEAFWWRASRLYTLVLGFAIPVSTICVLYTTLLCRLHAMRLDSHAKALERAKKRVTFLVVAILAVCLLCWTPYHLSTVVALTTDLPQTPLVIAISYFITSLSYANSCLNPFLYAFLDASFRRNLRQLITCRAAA
V1R ag counter: counter-screen for oxytocin receptor agonists: human V1a receptor agonists. CHO-V1R cells, Fluo-8 calcium fluorescence, agonist mode; 0% DMSO, 100% 3 nM vasopressin. AID 2797. 0.25% of 320,000 active. activation, % at 3 µM;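 active = activation above the mean activation of all tested compounds plus 3 SD, per screening run, cut at about 20% in these data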;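 also: signal is peak over basal fluorescence ratio across a 100 second FLIPR read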
GalR3 antagonist: blocks the human galanin receptor 3; HEK293 GalR3-CNG cAMP membrane potential fluorescence; galR3 body fused to GalR1 C-terminus; inhibition, % at 3 µM; 0.44% of 360,000 active;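 active = inhibition above the screen-wide average plus 3 SD, cut at about 13% in these data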;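 also: forskolin and galanin both at EC90 stimulate the cells; cAMP rise reported by CNG channel membrane potential dye signal; 0% = forskolin plus galanin with DMSO and 100% = forskolin alone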
Target sequence (O60755 1-299 limits assumed): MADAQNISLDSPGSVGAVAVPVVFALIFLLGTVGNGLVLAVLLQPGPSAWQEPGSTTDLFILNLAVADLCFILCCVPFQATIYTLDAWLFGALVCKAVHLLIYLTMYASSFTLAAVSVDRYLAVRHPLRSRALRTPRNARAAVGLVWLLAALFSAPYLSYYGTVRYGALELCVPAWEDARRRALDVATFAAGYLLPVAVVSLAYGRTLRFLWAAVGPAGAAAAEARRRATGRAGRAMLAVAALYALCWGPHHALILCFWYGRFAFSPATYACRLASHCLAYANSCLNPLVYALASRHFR
OXTR ag: activates the human oxytocin receptor. 0.32% of 320,000 active. activation, % at 3 µM. AID 2435. P30559. CHO-OTR cells, Fluo-8 calcium fluorescence; normalized: DMSO 0%, oxytocin 100%;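 active = activation above the mean of all tested compounds plus 3 SD, cutoff set per screening run, cut at about 20% in these data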;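 also: peak over basal fluorescence ratio from a 100 s FLIPR kinetic read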
M18AAP inhibitor: PfM18AAP enzyme inhibition; recombinant PfM18AAP, H-Glu-NHMec fluorogenic cleavage; inhibition, % at 7.35 µM; 1.2% of 290,000 active; AID 1822;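 active = inhibition above the campaign mean inhibition over all tested compounds plus 3 SD, cut at about 28% in these data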;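 also: 0% = plate median of test compound wells and 100% = 2 mM ZnCl2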
* = called active by the depositor; · = no result given. No enrichment for hits; overall some 4.1% were active at least once.

canonical_smiles | GalR3 antagonist | OXTR ag | NALP1 inh | GPR7 antag | MEKK2wt PB1 HTS | V1R ag counter | OXTR potentiate | M18AAP inhibitor | MEKK2mut PB1 HTS
Cn1c(=O)cc(OCC(=O)NCCCN2CCN(Cc3ccccc3)CC2)c2ccccc21 | -2.3 | -0.2 | 3.3 | -3.3 | 110.0 | -0.6 | 11.7 | -2.8 | 3.0
O=C(Nc1ccccc1)C1C2CCCCC21 (stereo not drawn) | -10.6 | -2.8 | 32.6 | -6.6 | 101.0 | -1.1 | -15.0 | -3.1 | 5.0
CCN(CC)CCCNC(=O)C1c2ccccc2C(=O)N1Cc1ccc(C)cc1 (stereo not drawn) | -6.9 | 0.0 | -11.6 | -7.5 | 106.0 | -0.3 | -7.6 | -2.0 | 5.0
Cc1ccc(C(=O)CCC(=O)N2CCN(c3ccccc3O)CC2)cc1 | -1.8 | -2.0 | · | · | · | -0.7 | -6.5 | · | ·
COc1ccc(N2CCN(S(=O)(=O)CCNC(=O)COc3ccccc3C)CC2)cc1 | 2.1 | 1.4 | · | · | · | 1.0 | -2.7 | · | ·
COc1ccc(NC(=O)Cn2cc(S(=O)(=O)Cc3ccccc3)c3ccccc32)c(OC)c1 | 4.5 | 2.2 | 19.0 | -1.9 | 98.0 | 4.5 | -7.7 | 2.2 | 2.0
COC(=O)CCCC1=CC2=CC(=O)C(C)(OC(=O)c3ccco3)C(=O)C2=CO1 (stereo not drawn) | · | 1.3 | · | · | 93.0 | 2.1 | 2.3 | · | 0.0
Cn1c(=O)[nH]c(=O)c2c1nc(SCC(=O)O)n2CCOc1ccccc1 | -12.1 | 0.2 | 9.6 | -11.5 | 105.0 | -0.1 | -11.7 | 3.8 | 5.0
Cc1cccc(/C(N)=N/OC(=O)c2ccc(Cl)cc2Cl)c1 | -1.2 | 0.1 | 51.8 | -6.4 | 103.0 | 0.7 | -0.4 | -0.9 | -1.0
Cc1ccc(C)c(S(=O)(=O)N2CCN(Cc3ccc(O)c4ncccc34)CC2)c1 | 0.4 | -0.2 | -22.7 | -7.3 | 97.0 | 0.9 | -15.0 | 1.1 | -4.0
c1ccc(-c2noc(CC3CCCCC3)n2)nc1 | 0.6 | -0.7 | 13.3 | 4.3 | 93.0 | 0.1 | -3.1 | 3.0 | -5.0
CCc1ccc(C(=O)COC(=O)CNC(=O)Cc2ccccc2)cc1 | -3.9 | 0.1 | 3.6 | -10.4 | 98.0 | 5.6 | -5.7 | 3.4 | 5.0
Cc1ccc(-n2cc3c(-c4cccc(Br)c4)nnc(C)c3n2)cc1 | -3.5 | -2.0 | · | -8.3 | 94.0 | -1.4 | -5.4 | -13.9 | -4.0
Cc1ccc(S(=O)(=O)c2c(N)n(CCCO)c3nc4ccccc4nc23)cc1 | -3.1 | 0.9 | 17.7 | 0.2 | 101.0 | 0.6 | -1.1 | -0.8 | 7.0
COc1cccc(-c2nn(-c3ccccc3)cc2C(=O)Nc2nccs2)c1 | -12.4 | -0.5 | 31.7 | -6.0 | 119.0 | 1.3 | -10.3 | 0.7 | 16.0

A run of entries from further up:
canonical_smiles | GalR3 antagonist | OXTR ag | NALP1 inh | GPR7 antag | MEKK2wt PB1 HTS | V1R ag counter | OXTR potentiate | M18AAP inhibitor | MEKK2mut PB1 HTS
Cc1ccc(-n2cc3c(-c4cccc(Br)c4)nnc(C)c3n2)cc1 | -3.5 | -2.0 | · | -8.3 | 94.0 | -1.4 | -5.4 | -13.9 | -4.0
Cc1ccc(S(=O)(=O)c2c(N)n(CCCO)c3nc4ccccc4nc23)cc1 | -3.1 | 0.9 | 17.7 | 0.2 | 101.0 | 0.6 | -1.1 | -0.8 | 7.0
COc1cccc(-c2nn(-c3ccccc3)cc2C(=O)Nc2nccs2)c1 | -12.4 | -0.5 | 31.7 | -6.0 | 119.0 | 1.3 | -10.3 | 0.7 | 16.0

Next section:
canonical_smiles | GalR3 antagonist | OXTR ag | NALP1 inh | GPR7 antag | MEKK2wt PB1 HTS | V1R ag counter | OXTR potentiate | M18AAP inhibitor | MEKK2mut PB1 HTS
Cc1ccc(S(=O)(=O)NCc2ccccc2)cc1C(=O)N(C)CC(=O)Nc1c(Cl)cccc1Cl | 1.6 | -0.3 | · | · | · | -0.3 | -4.8 | · | ·
Cc1cc(NC(=O)C2CCCCC2)n(-c2nc3ccccc3[nH]2)n1 | -2.8 | -2.1 | 2.5 | -6.0 | 104.0 | -0.5 | -14.2 | 3.3 | -1.0
Cc1cc(C)n2nc(SCC(=O)c3ccccc3)nc2n1 | -0.3 | 0.1 | 21.1 | -11.1 | 102.0 | -0.6 | -1.4 | -3.7 | 7.0
CN1CCN(/N=C2/C(=O)Nc3ccc([N+](=O)[O-])cc32)CC1 | -3.2 | 1.6 | 12.2 | 4.2 | 100.0 | 0.5 | -13.4 | -5.2 | -2.0
CC1CCN(S(=O)(=O)CCNC(=O)c2ccc3c(c2)OCO3)CC1 | -2.7 | -0.6 | · | · | · | -0.4 | 3.1 | · | ·
O=C(Nc1ccccc1C(=O)N1CCCC1)C1COc2ccccc2O1 (stereo not drawn) | -1.2 | -0.2 | 4.8 | 0.8 | 105.0 | -0.8 | -3.3 | 1.2 | -1.0
Nc1nc(SCC(=O)Nc2ccc([N+](=O)[O-])cc2)[nH]c(=O)c1NC(=O)c1ccc(Br)cc1 | 1.3 | -0.3 | 26.9* | -2.6 | 103.0 | -0.7 | -6.7 | -1.5 | 8.0
CCOC(=O)C1CCCN(C(=O)c2ccc(C)c([N+](=O)[O-])c2)C1 (stereo not drawn) | -5.3 | -0.8 | 30.9 | -3.0 | 105.0 | 0.7 | -3.8 | -6.3 | 0.0
N#Cc1ccc(OCC(=O)OCC(=O)Nc2sccc2C(N)=O)cc1 | -5.9 | 15.8 | · | · | · | 10.4 | -13.3 | · | ·
COc1ccc(C)cc1NC(=S)N1CCN(c2ccccn2)CC1 | 0.6 | -1.9 | 14.2 | -13.8 | 103.0 | 0.3 | -4.2 | -1.2 | 11.0
COc1cccc(C(=O)CSc2nnc(-c3cc(OC)c(OC)c(OC)c3)o2)c1 | -1.9 | 0.8 | 34.3 | 15.9 | 99.0 | 0.4 | -6.2 | -7.1 | 0.0
O=C(CNC(=O)c1ccc(Cl)cc1)OCC(=O)c1ccccc1 | 0.3 | -1.1 | 2.2 | 7.5 | 104.0 | -0.5 | -10.5 | -5.1 | 7.0
CCN(CC)c1ccc(CNc2ccc(Br)cn2)cc1 | 4.0 | -0.9 | 4.7 | -5.9 | 100.0 | -0.1 | -13.2 | 1.4 | -2.0
CCOC(=O)CNC(=O)CSc1nnc(-c2ccncc2)n1-c1ccc(Cl)cc1 | -4.5 | 1.0 | 4.0 | -9.4 | 100.0 | 0.4 | 1.8 | -2.2 | -2.0
CC1(CCl)N([O-])C2=C(CCCC2)[N+]1=O (stereo not drawn) | -1.7 | 0.2 | -13.7 | -12.5 | 82.0 | 1.1 | -11.7 | 3.5 | -23.0
Cc1nc2nc(CCNS(=O)(=O)c3ccc(Cl)cc3)cn2nc1C | 0.6 | 0.3 | 22.5 | -7.2 | 107.0 | 0.0 | 6.8 | -7.3 | 3.0
NC(=O)C1CCN(C(=O)CN2CCN(c3cccc(C(F)(F)F)c3)CC2)CC1 | -2.7 | -0.2 | 6.4 | -5.1 | 98.0 | 0.8 | -9.3 | -5.9 | 1.0
OCCN1CCN(CCCc2c3c(cc4c2CCC4)CCC3)CC1 | -1.8 | 1.4 | 26.6 | -2.4 | 103.0 | 0.8 | -1.7 | -3.5 | 0.0
COC(=O)c1ccc(C(=O)OC)c(NC(=O)Nc2ccc3c(c2)OCO3)c1 | -2.4 | -0.2 | 11.6 | 10.8 | 102.0 | 0.8 | -6.1 | -2.0 | 2.0
O=C(NCc1ccccc1)C1Cc2ccccc2CN1C(=O)c1ccco1 (stereo not drawn) | -3.4 | -0.9 | -3.3 | -6.6 | 97.0 | -0.4 | -11.4 | -10.7 | -11.0
O=c1cc(N2CCCC2)c(-c2ccccc2)n[nH]1 | 1.6 | 0.1 | 29.8 | -0.8 | 103.0 | 1.2 | -13.6 | 0.3 | 4.0
O=C(CSc1nnnn1C1CCCC1)Nc1ccc2c(c1)OCO2 | -4.2 | 1.3 | 10.4 | -5.0 | 97.0 | -0.3 | 0.4 | 3.3 | -6.0
Cc1ccc(N2C(=O)C3ON(c4ccccc4)C(CC(C)C)C3C2=O)cc1 (stereo not drawn) | -5.5 | -2.8 | -6.0 | -11.0 | 100.0 | -0.3 | -0.9 | -1.4 | 4.0
CCOC(=O)C1CCN(C(=O)COc2ccc(S(=O)(=O)NC(C)(C)C)cc2)CC1 | -2.4 | 1.4 | -38.2 | -12.6 | 101.0 | 1.7 | -2.6 | -0.8 | 0.0
CC(C)n1cnc2c(NCc3ccccc3)cc(Cc3ccc(F)cc3)cc21 | -3.6 | 0.2 | · | · | · | 3.1 | 8.5 | · | ·
COc1cccc(OCCNC(=O)c2cc(OC)c(OC)c(OC)c2)c1 | -7.8 | -0.6 | 16.7 | -6.3 | 105.0 | -1.8 | -3.9 | -19.9 | 2.0
Cc1c(N/C(=N/S(=O)(=O)c2ccccc2)c2ccc(Cl)cc2)c(=O)n(-c2ccccc2)n1C | -10.9 | -2.1 | 14.0 | 4.5 | 102.0 | -0.8 | -2.1 | -0.7 | 0.0
O=C(N/N=C/c1sc(N2CCOCC2)nc1-c1ccccc1)c1ccccc1F | · | 1.0 | 11.0 | -1.0 | 83.0 | 0.8 | 4.5 | -13.6 | -28.0
COc1cc(NC(=O)C2CCCN(c3ncnc4c3nc3n4CCCCC3)C2)cc(OC)c1OC (stereo not drawn) | 3.0 | 0.2 | 1.2 | -3.1 | 101.0 | -1.8 | -10.0 | 4.8 | -6.0
O=[N+]([O-])c1cccc(C=Nc2cc3c(cc2Br)OCCO3)c1 | -0.8 | 0.2 | 33.3 | -10.2 | 104.0 | -0.2 | 2.5 | 8.7 | 0.0
COc1ccc(OCC#CCn2ccnc2)cc1 | -1.0 | 0.1 | 8.8 | -7.6 | 104.0 | 1.1 | -4.9 | 1.2 | 1.0
COC(=O)c1ccc(CSC(=N)N)o1 | -0.6 | -0.3 | 1.0 | -10.5 | 92.0 | -0.3 | -5.4 | 3.8 | 4.0
Cc1noc(C)c1-c1ccc2nc[nH]c(=O)c2c1 | -3.8 | 0.4 | · | · | 105.0 | 1.0 | 7.8 | · | 5.0
CN(CC(=O)Nc1cccc(F)c1)C(=O)c1sc2ccccc2c1Cl | -6.4 | 0.3 | · | · | · | 2.6 | -2.7 | · | ·
CCOC(=O)C1=C(C)N(C)C(=O)NC1c1ccc2c(c1)OCO2 (stereo not drawn) | -10.4 | -0.6 | 8.9 | 4.3 | 104.0 | 0.0 | -13.4 | -6.1 | 9.0
COc1cc(O)c2c(=O)c3c(O)ccc(O)c3oc2c1 | -9.3 | 2.2 | · | · | · | 1.9 | -9.3 | · | ·
Cc1cccc(NC(=O)Cn2cnc(S(=O)(=O)N3CCCC3)c2)c1C | -8.5 | -1.0 | 27.3 | -1.2 | 96.0 | 0.0 | -9.4 | -3.1 | -4.0
CCOC(=O)c1cc(-c2ccc(C)cc2)nc2nc(SC)[nH]c(=O)c12 | -2.1 | -2.1 | 16.1 | 10.5 | 97.0 | 0.8 | -8.8 | 1.0 | -3.0

Source: PubChem (several laboratories)
